ROS inducer – inducers of reactive oxygen species in cancer cells. U2OS ROS induction, H2DCF-DA fluorescence. ROS induction (% of piperlongumine), % at 10 µM. 2% of 46,000 active. AID 624156; in the data active means ROS induction above about 79%, passing the limit was not always enough; inconclusive means no clear call, values can overlap the other calls;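 further: 0% = DMSO vehicle median and 100% = reference compound median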
Active calls of the source: *; ? = inconclusive.

SMILES	ROS inducer
COc1ccc(C#Cc2ccc3c(c2)[C@]2(C(=O)N3)[C@H](C(=O)N3CCN(c4ncccn4)CC3)[C@H]3C(=O)O[C@H](c4ccccc4)[C@H](c4ccccc4)N3[C@@H]2c2ccccc2OCCO)cc1	27.6
O=C1O[C@H](c2ccccc2)[C@H](c2ccccc2)N2[C@H]1[C@@H](C(=O)N1CCCCCCC1)[C@]1(C(=O)Nc3ccc(C#CCCO)cc31)[C@H]2c1ccccc1OCCO	58.6
COc1ccc(S(=O)(=O)N(C)C[C@H]2OCCCC[C@@H](C)Oc3ccc(NC(=O)CCC(F)(F)F)cc3C(=O)N([C@H](C)CO)C[C@@H]2C)cc1	1.5
C[C@@H]1CN([C@H](C)CO)C(=O)Cc2cc(NC(=O)Cn3cnnn3)ccc2O[C@H]1CN(C)S(=O)(=O)c1cccs1	-0.9
COc1ccc([Si](C)(C)[C@@H]2[C@@H](CCO)O[C@]3(C(=O)N(Cc4ccc(N5CCOC5=O)cc4)c4ccccc43)[C@H]2C)cc1	239.6*
C[C@H]1CN([C@@H](C)CO)C(=O)c2cccc(NC(=O)Nc3ccc4c(c3)OCO4)c2O[C@H]1CN(C)S(=O)(=O)c1ccccc1	20.3
COc1ccc([N+](=O)[O-])cc1N(CC(=O)N1CCCC1)S(C)(=O)=O	-11.2
C[C@H](CO)N1C[C@H](C)[C@H](CN(C)S(C)(=O)=O)Oc2c(NC(=O)Nc3cccc4ccccc34)cccc2C1=O	4.4
O=C(CSc1nc(-c2ccccc2)cs1)Nc1ccccc1C(F)(F)F	-11.0
CC(=O)O[C@@H]1c2c(C)coc2C(=O)[C@@]23O[C@@H]2CC[C@H](C)[C@@]13C	7.0
Cc1noc(C)c1S(=O)(=O)N(C)C[C@@H]1OCc2cnnn2CCCC(=O)N([C@@H](C)CO)C[C@H]1C	-14.5
COc1ccc2nc(N(CCN(C)C)C(=O)c3cccs3)sc2c1	-7.7
Cc1c(S(=O)(=O)Nc2ccc(Cl)cc2)sc2ccc(Cl)cc12	-12.9
C[C@@H]1CN([C@@H](C)CO)C(=O)c2cccc(NC(=O)c3ccncc3)c2O[C@H]1CN(C)S(C)(=O)=O	-2.8
C=CCn1c(-c2ccc(OC)cc2)c(C)sc1=Nc1ccc(C)cc1	41.6
Oc1cc(O)cc(/C=C/c2ccccc2)c1	27.2
C[C@@H]1CN([C@H](C)CO)C(=O)Cc2cc(NS(=O)(=O)c3cn(C)cn3)ccc2O[C@H]1CN(C)S(=O)(=O)c1cccs1	-0.1
C[C@H]1CN([C@@H](C)CO)C(=O)c2cccc(NC(=O)NC3CCCCC3)c2O[C@@H]1CN(C)S(=O)(=O)c1ccc(F)cc1	-7.2
Oc1ccc(-c2nc3cc4ccccc4cc3nc2-c2ccccc2)cc1	46.4
Cc1noc(C)c1S(=O)(=O)N(C)C[C@H]1Oc2ccc(NS(=O)(=O)c3cccs3)cc2CC(=O)N([C@@H](C)CO)C[C@@H]1C	15.1
C[C@H](CO)N1C[C@H](C)[C@@H](CN(C)Cc2ccccc2C(=O)O)OCc2cn(nn2)CCCC1=O	-3.1
COc1ccc(CNCc2cccc(OC)c2)cc1	-3.3
CCCNC(=O)c1ccc2c(c1)N(Cc1ccccc1)C(=O)c1ccccc1S2	0.4
COc1ccc(-c2nnc(SCCCN3C(=O)c4cccc5cccc(c45)C3=O)n2C)cc1OC	25.1
C[C@@H]1CN([C@@H](C)CO)C(=O)c2cc(NC(=O)Cn3cnnn3)ccc2O[C@H]1CN(C)Cc1ccc(C(F)(F)F)cc1	-8.8
C[C@H]1CN([C@@H](C)CO)C(=O)c2cc(NS(C)(=O)=O)ccc2O[C@H]1CN(C)C(=O)NC1CCCCC1	-7.4
C=C(C)c1cccc(C(C)(C)NC(=O)Nc2ccccc2OC)c1	24.4
C[C@H](CO)N1C[C@H](C)[C@@H](CN(C)S(=O)(=O)c2ccc(F)cc2)OCc2cnnn2CCCC1=O	16.8
C[C@H]1CN([C@@H](C)CO)C(=O)c2cc(NC(=O)CCC(F)(F)F)ccc2O[C@@H]1CN(C)C(=O)NC1CCCCC1	3.7
O=C(NCCCc1nc2ccccc2n1CCCOc1ccccc1)c1ccco1	-1.3
CCC(Sc1ccc2nnc(-c3ccccc3)n2n1)C(=O)OC (stereo unspecified)	?
C[C@@H]1CN([C@H](C)CO)C(=O)c2cc(NC(=O)Nc3ccc(C(F)(F)F)cc3)ccc2O[C@H]1CN(C)C(=O)NC1CCCCC1	37.4
CCOC(=O)Cn1c(=O)c(-c2nc(-c3ccccc3)cs2)cn(C(C)C)c1=O	6.9
C[C@H]1CN([C@@H](C)CO)C(=O)c2cccc(NC(=O)C3CCOCC3)c2O[C@H]1CN(C)S(=O)(=O)c1ccc(F)cc1	-2.1
CCN(CC)c1ccc(-c2cc(C(=O)O)c3c(ccc4ccccc43)n2)cc1	439.5*
C[C@@H]1CN([C@@H](C)CO)C(=O)c2cccc(NC(=O)C3CC3)c2O[C@@H]1CN(C)C(=O)Nc1ccc(F)cc1	-6.7
CC(=O)N(c1nc(-c2cc3ccccc3oc2=O)cs1)c1cccc(C)c1C	-3.2
CC(C)(C)NC(=O)CSc1nc2ccccc2n1-c1ccccc1	-9.2
O=C(Nc1ccc(F)c(Cl)c1)C1CC(=O)n2ncnc2N1 (stereo unspecified)	2.9
Oc1cc(C2CCCCC2)cc(C2CCCCC2)c1	-4.7
CCCCCCCC/C=C\CCCCCCCc1cccc(O)c1C(=O)O	-3.8
COc1ccc(NC(=O)N(C)C[C@@H]2Oc3ncc(C#Cc4ccc(F)cc4)cc3C(=O)N([C@H](C)CO)C[C@@H]2C)cc1	18.6
COc1cc(O[C@@H]2O[C@H](CO)[C@@H](O)[C@H](O)[C@H]2O)cc(OC)c1OC	-10.4
C[C@@H]1CCCCO[C@H](CN(C)Cc2ccc(C(=O)O)cc2)[C@@H](C)CN([C@H](C)CO)C(=O)c2cc(NS(=O)(=O)c3cccs3)ccc2O1	4.0
C[C@H]1CN([C@@H](C)CO)C(=O)c2cc(NC(=O)CCCN(C)C)ccc2O[C@H]1CN(C)S(=O)(=O)c1cn(C)cn1	-8.1
CC(C)(C)N1C(=O)c2ccccc2C1=O	-6.0
Cc1cccc(-c2nnc(SCC(=O)Nc3ccc(Br)cc3C(C)C)n2C)c1	-7.6
C[C@@H]1CN([C@H](C)CO)C(=O)Cc2cc(NS(=O)(=O)c3cn(C)cn3)ccc2O[C@@H]1CN(C)Cc1ccc(C(F)(F)F)cc1	-3.3
Cc1cc2ncn(CC(O)COc3ccccc3Cl)c2cc1C (stereo unspecified)	2.6
Cc1ccc(S(=O)(=O)N(C)C[C@H]2Oc3c(NC(=O)Nc4cccc5ccccc45)cccc3C(=O)N([C@H](C)CO)C[C@H]2C)cc1	-5.5
COc1ccc(S(=O)(=O)Nc2ccc3c(c2)C(=O)N([C@H](C)CO)C[C@H](C)[C@@H](CN(C)C(=O)Nc2c(C)noc2C)OCCCC[C@@H](C)O3)cc1	-0.6
CCN(CC)c1ccc(NC(=O)C(C)C)cc1	-12.0
Cc1ccc(S(=O)(=O)Nc2ccc3c(c2)CC(=O)N([C@H](C)CO)C[C@@H](C)[C@@H](CN(C)S(=O)(=O)c2ccc(Cl)cc2)O3)cc1	94.0*
CCOC(=O)c1c(C(C)(C)C)oc2ccc(OCc3ccc(C(=O)OC)cc3)cc12	-7.7
Cc1ccc(-c2nnc(SCC(=O)Nc3ccc(Br)c(C)c3)n2C)cc1	2.0
N#Cc1c(C(F)(F)F)cc(-c2ccccc2)nc1SCC1COc2ccccc2O1 (stereo unspecified)	19.5
CC(C)NC(=O)N(C)C[C@H]1Oc2ccc(NS(=O)(=O)c3ccc(Cl)cc3)cc2CC(=O)N([C@@H](C)CO)C[C@@H]1C	-3.8
C[C@@H]1CN([C@@H](C)CO)C(=O)c2cccc(NS(=O)(=O)c3ccccc3)c2O[C@@H]1CN(C)Cc1ccccc1	-6.2
Cc1ccc(S(=O)(=O)N(C)C[C@H]2Oc3ccc(NS(C)(=O)=O)cc3C(=O)N([C@@H](C)CO)C[C@H]2C)cc1	-9.3
C[C@@H]1CN([C@H](C)CO)C(=O)CCCn2cc(nn2)CO[C@@H]1CN(C)C(=O)c1ccc2ccn(C)c2c1	13.1

Carrying on.
SMILES	ROS inducer
C[C@H](CO)N1C[C@H](C)[C@@H](CN(C)Cc2ccc(Cl)c(Cl)c2)Oc2ccc(NC(=O)CCC(F)(F)F)cc2C1=O	14.2
O=C(NC1CC1)c1cc(-c2cccnc2)nc2ccccc12	-8.1
N#Cc1cccc(CSc2nc3ccc(C(F)(F)F)cc3[nH]2)c1	-9.3
C[C@@H]1CN([C@@H](C)CO)C(=O)c2cccc(NC(=O)Nc3ccc4c(c3)OCO4)c2O[C@@H]1CN(C)CC1CC1	0.0
C=CCNC1=C2C[C@@H](C)C[C@H](OC)[C@H](O)[C@@H](C)/C=C(\C)[C@H](OC(N)=O)[C@@H](OC)C=C/C=C(/C)C(=O)NC(=CC1=O)C2=O	21.8
C=CC1C(=C)CCC2C1CCC1C(C)(C(=O)O)CCCC21C (stereo unspecified)	-4.6
CCOc1ccc(-c2nnc(SCC(=O)O)n2-c2ccccc2)cc1	-9.3
CCOC(=O)c1c(-c2cccs2)csc1NC=O	7.2
CC(=O)c1cccc(NC(=O)C(C)NS(=O)(=O)c2ccc(Cl)cc2)c1 (stereo unspecified)	-3.0
C[C@H]1CN([C@@H](C)CO)C(=O)CCCn2nncc2CO[C@@H]1CN(C)Cc1ccc2c(c1)OCCN2C	50.9
NC(=O)NC1C(=O)c2ccccc2OC1c1ccccc1 (stereo unspecified)	0.5
C[C@H]1CN([C@@H](C)CO)C(=O)Cc2cc(NS(=O)(=O)c3ccc(Cl)cc3)ccc2O[C@@H]1CN(C)Cc1ccc(Oc2ccccc2)cc1	6.1
COCCOC(=O)N1C(=O)[C@@]2(c3cc(C#Cc4ccc(OC)cc4)ccc31)[C@H](c1ccccc1OCCO)N1[C@H](c3ccccc3)[C@H](c3ccccc3)OC(=O)[C@H]1[C@@H]2C(=O)NC[C@H](O)c1ccccc1	21.8
Cn1c2ccccc2c2cnn(CC(=O)N3CCCC3)c(=O)c21	-5.5
CCOC(CCn1c(SC)nc2c(sc3ccccc32)c1=O)OCC	-1.3
C[C@@H]1CN([C@@H](C)CO)C(=O)Cc2cc(NS(=O)(=O)c3cccs3)ccc2O[C@@H]1CN(C)CC1CC1	16.1
C[C@H](CO)N1C[C@H](C)[C@H](CN(C)S(=O)(=O)c2ccc(F)cc2)Oc2ccc(NS(=O)(=O)c3cn(C)cn3)cc2CC1=O	12.4
COc1ccccc1NC(=O)CC(C(=O)O)N(C)C (stereo unspecified)	-2.5
CC(C)NC(=O)N(C)C[C@@H]1Oc2c(NC(=O)c3cnccn3)cccc2C(=O)N([C@H](C)CO)C[C@@H]1C	-7.0
Cc1ccc(S(=O)(=O)Nc2ccc3c(c2)C(=O)N([C@H](C)CO)C[C@H](C)[C@@H](CN(C)S(C)(=O)=O)OCCCC[C@@H](C)O3)cc1	26.0
COC(=O)Cn1c2ccccc2c2nc(C)sc21	0.5
COc1ccc(NC(=O)Nc2ccc3c(c2)CC(=O)N([C@@H](C)CO)C[C@H](C)[C@H](CN(C)S(=O)(=O)c2cn(C)cn2)O3)cc1	-5.9
Cc1cc(C)cc(N(C(C)C(=O)Nc2cccc3ccccc23)S(C)(=O)=O)c1 (stereo unspecified)	1.7
C[C@H](CO)N1C[C@H](C)[C@@H](CN(C)S(=O)(=O)c2cccs2)OCc2cn(nn2)CCCC1=O	-26.2
O=C(O)CCCCCCC(=O)N/N=C/c1cccs1	3.7
COc1ccc(NC(=O)CN(c2cccc3ccccc23)S(C)(=O)=O)cc1OC	1.1
C[C@@H]1CN([C@H](C)CO)C(=O)Cc2cc(NC(=O)Cn3cnnn3)ccc2O[C@H]1CN(C)S(=O)(=O)c1ccc(Cl)cc1	-6.0
O=C(Oc1ccc2ccccc2c1)c1ccccc1Cl	-3.2
COc1ccc(NC(=O)Nc2cccc3c2O[C@@H](CN(C)S(=O)(=O)c2cccs2)[C@@H](C)CN([C@@H](C)CO)C3=O)cc1	17.0
C[C@H](CO)N1C[C@H](C)[C@H](CN(C)C(=O)NC2CCCCC2)Oc2c(NC(=O)Nc3ccc4c(c3)OCO4)cccc2C1=O	8.8
CCc1oc2ccccc2c1C(=O)c1ccc(OC(C)=O)cc1	23.7
C[C@@H]1CCCCO[C@@H](CN(C)S(=O)(=O)c2cn(C)cn2)[C@@H](C)CN([C@H](C)CO)C(=O)c2cc(NC(=O)C3CCCCC3)ccc2O1	126.1*

Exported in markdown: 13 of the compounds above
| SMILES | ROS inducer |
| --- | --- |
| C[C@H](CO)N1C[C@H](C)[C@H](CN(C)S(=O)(=O)c2ccc(F)cc2)Oc2ccc(NS(=O)(=O)c3cn(C)cn3)cc2CC1=O | 12.4 |
| COc1ccccc1NC(=O)CC(C(=O)O)N(C)C (stereo unspecified) | -2.5 |
| CC(C)NC(=O)N(C)C[C@@H]1Oc2c(NC(=O)c3cnccn3)cccc2C(=O)N([C@H](C)CO)C[C@@H]1C | -7.0 |
| Cc1ccc(S(=O)(=O)Nc2ccc3c(c2)C(=O)N([C@H](C)CO)C[C@H](C)[C@@H](CN(C)S(C)(=O)=O)OCCCC[C@@H](C)O3)cc1 | 26.0 |
| COC(=O)Cn1c2ccccc2c2nc(C)sc21 | 0.5 |
| COc1ccc(NC(=O)Nc2ccc3c(c2)CC(=O)N([C@@H](C)CO)C[C@H](C)[C@H](CN(C)S(=O)(=O)c2cn(C)cn2)O3)cc1 | -5.9 |
| Cc1cc(C)cc(N(C(C)C(=O)Nc2cccc3ccccc23)S(C)(=O)=O)c1 (stereo unspecified) | 1.7 |
| C[C@H](CO)N1C[C@H](C)[C@@H](CN(C)S(=O)(=O)c2cccs2)OCc2cn(nn2)CCCC1=O | -26.2 |
| O=C(O)CCCCCCC(=O)N/N=C/c1cccs1 | 3.7 |
| COc1ccc(NC(=O)CN(c2cccc3ccccc23)S(C)(=O)=O)cc1OC | 1.1 |
| C[C@@H]1CN([C@H](C)CO)C(=O)Cc2cc(NC(=O)Cn3cnnn3)ccc2O[C@H]1CN(C)S(=O)(=O)c1ccc(Cl)cc1 | -6.0 |
| O=C(Oc1ccc2ccccc2c1)c1ccccc1Cl | -3.2 |
| COc1ccc(NC(=O)Nc2cccc3c2O[C@@H](CN(C)S(=O)(=O)c2cccs2)[C@@H](C)CN([C@@H](C)CO)C3=O)cc1 | 17.0 |

Assay outcomes: PubChem BioAssay, Broad Institute

The list is partial. The share of hits here may be higher or lower than overall.
